Screening data: PubChem, Broad Institute
EWS-Fli inh = inhibitors of EWS/Fli oncoprotein transcriptional activity | actives 0.67% (n = 350,000) | A673 NR0B1-luciferase reporter, viability-normalised | inhibition, % at 12.6 µM;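 active means mean inhibition of at least 50% after viability correction, with every replicate also passing that limit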;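 further: firefly luciferase signal divided by Alamar Blue viability fluorescence both relative to DMSO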
FN deposition inh = fibronectin deposition inhibition | AH1F fibroblasts, Alexa488-fibronectin deposition fluorescence, overnight | inhibition, % at 12.6 µM | actives 0.086% (n = 350,000) | AID 743247;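 active means mean inhibition across replicates of 30% or more, regardless of how many single replicates reach that level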;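 further: positive control wells lacked labelled fibronectin entirely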
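Test system: AH1F fibroblast monolayer depositing Alexa488-labelled fibronectin into matrix. Input: 10000 cells per well. Technique: fluorescence, ex 485 nm, em 525 nm. Buffer or medium: DMEM plus 2% serum, read in PBS. Timing: 1 h cell adhesion before compound, then overnight fibronectin incubation. Compound: single dose, pinned. Read-out basis: inhibition from reduced deposited-fibronectin fluorescence.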
F508del corr = correctors of CFTR F508del function in bronchial epithelial cells; CFBE cells, YFP halide quenching; stimulated with forskolin plus potentiator P3; % fluorescence drop versus neutral controls; activity (quench increase), % at 7.58 µM; actives 0.36% (n = 350,000);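 active means mean added fluorescence quench of at least 8% versus neutral control, with both replicates also reaching 8%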;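 further: cells transiently co-express mutant CFTR-F508del with the halide-sensitive YFP; corrector assay measuring rescue of mutant channel to the surface after 24 h compound exposure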
GSIS activator = primary screen for activators of insulin secretion dependent on glucose, INS-1E cells, GLuc reporter luminescence; actives 0.61% (n = 370,000); INS-1E GLuc reporter insulin secretion, 2-3 h; AID 743287; activation, % at 16.6 µM;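 active means lowest replicate activation of at least 40%, so every replicate reaches that level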;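 further: 0% = median of neutral control wells and 100% = median of IBMX positive control wells; some compounds called inactive have numbers as strong as hits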
DENV2 CPE = DENV2-induced cell death inhibition; AID 651640; CPE inhibition, % at 9.99 µM; DENV2-infected cells, cytopathic effect rescue, plate reader; actives 1.7% (n = 350,000); in the data active means CPE inhibition above about 20%, passing the limit was not always enough; tested in BHK-21 cells;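 further: 0% = median of neutral control wells and 100% = median of positive control wells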
PAX8 inh HTS = PAX8 transcriptional activity inhibition; RMG-I TPO-luciferase reporter, SteadyGlo, 24 h; actives 1.2% (n = 360,000); inhibition, % at 12.6 µM; AID 652154;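 active means mean replicate inhibition at least 60% with every replicate also reaching 60%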;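 further: luciferase light reporting Pax8 driven TPO promoter activity; plate controls were median of neutral control wells for no effect and mitoxantrone controls for full effect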
miR-122 sensor = blocks miR-122 activity in Huh7 sensor cells. Huh7 miR-122 Renilla luciferase sensor, 48 h; neutral wells = 0, positive control = 100. activation (reporter increase), % at 12.5 µM. actives 0.3% (n = 340,000). AID 602342;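 active means mean replicate activation score at least 90 and every replicate individually at or above 90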;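 further: higher luciferase means less miR-122 activity so hits act as miR-122 inhibitors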
* = called active by the depositor; . = no result given; & = joins results of further samples; [ ] = dose if it differs, or a comment. The order is random, and some 3.9% of all compounds hit somewhere here.

SMILES	EWS-Fli inh	FN deposition inh	F508del corr	GSIS activator	DENV2 CPE	PAX8 inh HTS	miR-122 sensor
CCC(C)(C)NC(=O)C(OC(=O)c1ccco1)c1ccccc1F (configuration not stated)	5	2	0.5	-12	8	-30	-1
COc1ccc(NC(=O)CSc2nc3ccc(Nc4nc(N5CCOCC5)nc(N5CCOCC5)n4)cc3s2)cc1	.	-10	2.2	1	14	50	7
Cc1ncc(CN2CCN(Cc3ccccc3)C(CCO)C2)s1 (configuration not stated)	0	.	-0.7	-10	16	7	-3
O=C(C[C@@H]1C[C@H]2c3cc(NC(=O)Nc4ccc(C(F)(F)F)cc4)ccc3O[C@H]2[C@@H](CO)O1)NCC1CC1	-10	.	-2.1	8	18	-4	-3[16.7 µM]
COc1cccc(NC(=O)N(C)C[C@H]2Oc3ncc(/C=C/c4ccccc4)cc3C(=O)N([C@H](C)CO)C[C@@H]2C)c1	-6	.	1.9	-19	-3	14	-8[16.7 µM]
CCc1ccccc1NC(=O)C1CCN(c2cnccn2)CC1	4	-2	-1.9	4	9	-3	.
CCOC(=O)N1CCN(C(=O)c2cc3cc(Cl)ccc3[nH]2)CC1	3	13	1.7	0	-2	26	-5
CC(C)(C)C1CCc2onc(C(=O)N3CCOCC3)c2C1 (configuration not stated)	.	-13	.	31	.	.	-6
CCOC(=O)c1sc(Nc2ccccc2Cl)nc1C	-29	3	1.3	-6	-2	-167	3
CCOc1ccc(NC(=O)C(C)Oc2ccccc2C(=O)Nc2ccc(C)c(Cl)c2)cc1 (configuration not stated)	.	4	.	-20	.	.	11
Cc1ccc(C)c(S(=O)(=O)N2CCN(C(=O)C3CCN(c4ncnc5sc(C)c(C)c45)CC3)CC2)c1	25	5	0.6	-20	5	-5	-19
COC(=O)C(NC(=O)CCc1nnc2ccc(N3CCC(C)CC3)nn12)C(C)C (configuration not stated)	-4	3	-2.2	2	16	7	4
CCOC(=O)Cc1csc(NC(=O)c2cnc3scc(C)n3c2=O)n1	.	-4	.	.	.	19	3
CCN=C1SC(C(=O)Nc2cccc(Cl)c2)CC(=O)N1CC (configuration not stated)	11	10	-0.5	-2	-2	15	.
Cc1nc(NC(C)c2ccccc2)sc1C(=O)Nc1ccccc1 (configuration not stated)	-11	-1	2.5	-5	2	0	6
COc1ccc2cc(C(c3nnnn3C3CCCC3)N3CCCCCC3)c3nnnn3c2c1 (configuration not stated)	.	1	.	.	.	-5	11
C[C@@H]1CCCCO[C@H](CN(C)Cc2ccc(C(=O)O)cc2)[C@H](C)CN([C@H](C)CO)C(=O)c2cc(N(C)C)ccc2O1	-6	-3	-2.3	5	15	-12	-7[16.7 µM]
C[C@H](O)C#Cc1cnc2c(c1)C(=O)N([C@@H](C)CO)C[C@H](C)[C@@H](CN(C)C(=O)Cc1ccccn1)O2	3	-5	-2.2	14	4	.	0[16.7 µM]
C[C@@H]1CCCCO[C@@H](CN(C)C(=O)Nc2ccccc2)[C@H](C)CN([C@H](C)CO)C(=O)c2cc(NC(=O)Nc3ccc(F)cc3)ccc2O1	2	.	1.4	-26	-5	-20	-7[16.7 µM]
Cc1ccc(-c2nnc(SCC(=O)N/N=C/c3c(C)nn(-c4ccccc4)c3C)n2-c2ccc(C)cc2)cc1	.	0	.	-47	.	9	.
Cc1ccc(C(=O)Nc2nnc(CC(=O)N/N=C/c3ccc(O)c(O)c3)s2)cc1	-4	8	0.5	15	5	-35	.
CCCNC(=O)c1cc(C2CCCCN2S(=O)(=O)c2ccccc2)on1 (configuration not stated)	2	1	1.0	0	-5	0	-5
C[C@@H]1CN([C@H](C)CO)C(=O)c2cc(C3=CCCCC3)cnc2O[C@@H]1CN(C)C(=O)c1cccc(F)c1	-3	.	1.4	13	3	-13	40[16.7 µM]
Cc1ccc(C)c(Cn2c3ccccc3c3cnn(CC(=O)NCc4ccccn4)c(=O)c32)c1	4	-11	-2.0	5	-4	27	5
COc1ccc(/C=C(\NC(=O)c2ccccc2)C(=O)NNC(=O)CCN2CCOCC2)cc1	14	.	-0.9	10	1	1	.
O=C(C1CCC(=O)N(C2CCCC2)C1)N1CCC(Oc2ccccc2Cl)CC1 (configuration not stated)	12	5	-1.2	.	-5	.	-1
COC(=O)c1nn(-c2nc(-c3ccc(OC)c(OC)c3)cc(C(F)(F)F)n2)cc1[N+](=O)[O-]	-2	4	-1.5	39	-1	1	.
CCC(CC)C(=O)OCC(=O)NC12CC3CC(CC(C3)C1)C2	6	.	-0.4	-35	-5	.	-5
Cc1cc(C)c2nc(N3CCCC(C(=O)N4CCC(C(N)=O)CC4)C3)sc2c1 (configuration not stated)	-21	.	-1.8	33	1	.	.
COc1ccc(-c2noc(CN(C)C(=O)c3ccc4c(c3)OCO4)n2)cc1OC	6	-6	0.1	32	8	19	-5
COc1ccc(CC(=O)N/N=C(\C)CC(=O)Nc2ccc3c(c2)OCCO3)cc1OC	-7	8	1.0	7	-1	5	.
O=C1[C@@H]2C(c3ccc(F)cc3)=NO[C@@H]2C(=O)N1Cc1ccccc1	3	3	-1.5	-4	3	-16	-3
Cc1ccc(S(=O)(=O)Nc2cccc3c2O[C@@H](CN(C)Cc2ccc(Oc4ccccc4)cc2)[C@H](C)CN([C@@H](C)CO)C3=O)cc1	0	.	2.2	-15	-6	-5	-1[16.7 µM]
CC1=Nc2ccc(C)cc2N(Cc2ccccc2)C(=O)C1	-1	-11	0.3	.	11	-3	2
CCOC(=O)C1CCCN(C(=O)/C=C/c2ccc(Cl)cc2)C1 (configuration not stated)	-5	1	-2.5	7	-3	-2	.
CC=Cc1ccc2n(c1=O)C[C@@H]1[C@@H](CO)[C@H](C(=O)NCC(F)(F)F)[C@H]2N1C(=O)C1CCCCC1 (mixture of isomers)	19	-4	2.4	2	-7	-3	-4[16.7 µM]
COc1ccc(-c2cc(C(=O)OCC(=O)c3cccc([N+](=O)[O-])c3)c3cc(C)ccc3n2)cc1	-9	13	.	-23	1	-8	.
CCOC(=O)C1=C(N)Oc2cc(O)ccc2C1c1ccccc1 (configuration not stated)	5	3	-4.4	-22	-1	21	-1
CCC(=O)Nc1ccc2c(c1)C(=O)N(C)C[C@@H](OC)[C@@H](C)CN(Cc1ccccc1)[C@@H](C)CO2	1	19	-2.0	-2	-3	.	1[16.7 µM]
Cc1cc(NC(=O)CS(=O)CC(=O)Nc2c(C)cccc2C)ccc1-n1cnnn1 (configuration not stated)	-4	-6	-1.0	3	-6	8	-6
COc1ccc(N2CSC3=C(C#N)C(c4ccc(OC)c(OC)c4)CC(=O)N3C2)c(OC)c1 (configuration not stated)	-6	-4	-4.8	.	-4	-10	9
CN(C)C(=O)c1ccc(-c2ccc(C3[C@@H]4CN(C(=O)Cc5ccccc5)C[C@H]3N4)cc2)cc1 (some centres not stated)	-5&-5	3&3	0.6&2.5	3&15	4&-4	-1&-7	.
Cc1ccc2c(CC(=O)N(C)c3c(N)n(Cc4ccccc4)c(=O)[nH]c3=O)coc2c1	0	.	-1.2	19	2	-4	.
COc1ccc(NC(=O)CNS(=O)(=O)c2ccccc2)cc1Cl	5	.	-3.7	-4	1	.	2
CO[C@H]1CN(C)C(=O)c2cc(NC(C)=O)ccc2OC[C@@H](C)N(C(=O)c2cnccn2)C[C@@H]1C	6	-8	0.1	0	.	-6	.
CCOC(=O)Nc1ccc(NC(=O)OCC)cc1	-24	.	-0.3	-2	5	.	.
Cc1cccc(-c2ccc([C@H]3[C@@H](CO)N4CCCCN(CCC(F)(F)F)C[C@H]34)cc2)c1	18	.	1.1	11	-12	-1	1[16.7 µM]
CC(C)Cc1nnc(NC(=O)C2CSC3(C)CCC(=O)N23)s1 (configuration not stated)	-2	2	0.6	17	8	3	-6
O=C(c1ccccc1)N1CC2(C1)[C@@H](c1ccccc1)[C@@H](CO)N2CC1CC1	3	.	1.2	-13	21*	0	.
COc1ccc(-c2ccc3n(c2=O)C[C@@H]2[C@@H](CO)[C@H](C(=O)NCC4CC4)N(C(=O)NC(C)C)[C@H]32)cc1	-1	-2	.	6	.	-10	.
O=C(c1cc(-c2ccccc2)nc2ccccc12)N1CCc2ccccc2C1	1	0	-0.9	-16	0	7	.
CCN(CC)C(=O)c1cccc(-c2csc(C(C)(NC(C)=O)c3ccccc3)n2)c1 (configuration not stated)	-2	5	4.9	18	-5	-4	1
O=C(CCc1ccccc1)NCC(=O)N/N=C/c1ccc2c(c1)OCO2	-9	-2	2.9	23	3	2	.
Cn1c(CCN2CCN(c3ccccn3)CC2)nc2cc(NC(=O)COc3ccc(Cl)cc3)ccc21	.	3	1.4	4	-8	67*	-7
O=C(C[C@H]1C[C@@H]2c3cc(NC(=O)c4ccc5c(c4)OCO5)ccc3O[C@@H]2[C@H](CO)O1)NCc1cccc(F)c1	-2	-14	3.2	-13	0	-10	-8[16.7 µM]
COCC(=O)NCCc1nc2ccccc2[nH]1	-9	6	-0.5	6	19	.	.
CCOC(=O)CN(C(=O)CNC(=O)c1cccs1)C(C(=O)NC1CCCC1)c1ccncc1 (configuration not stated)	2	11	0.1	-4	15	4	.
O=c1c(C=NCc2cccnc2)c(C(F)(F)F)[nH]n1-c1nc2ccccc2s1	-23	-4	-0.6	-9	4	14	.
CC(C)NC(=O)N(C)C[C@H]1Oc2ccc(N(C)C)cc2C(=O)N([C@@H](C)CO)C[C@@H]1C	-9	0	3.6	27	17	-9	-4[16.7 µM]
Cc1cc(C(=O)Cn2cncn2)c(C)n1CCc1ccc(F)cc1	.	2	.	.	.	27	3

An excerpt from above in order of SMILES length, largest number first.
SMILES	EWS-Fli inh	FN deposition inh	F508del corr	GSIS activator	DENV2 CPE	PAX8 inh HTS	miR-122 sensor
COc1ccc(-c2ccc3n(c2=O)C[C@@H]2[C@@H](CO)[C@H](C(=O)NCC4CC4)N(C(=O)NC(C)C)[C@H]32)cc1	-1	-2	.	6	.	-10	.
O=C(c1cc(-c2ccccc2)nc2ccccc12)N1CCc2ccccc2C1	1	0	-0.9	-16	0	7	.
O=C(CCc1ccccc1)NCC(=O)N/N=C/c1ccc2c(c1)OCO2	-9	-2	2.9	23	3	2	.
CCOC(=O)Nc1ccc(NC(=O)OCC)cc1	-24	.	-0.3	-2	5	.	.

Following part:
SMILES	EWS-Fli inh	FN deposition inh	F508del corr	GSIS activator	DENV2 CPE	PAX8 inh HTS	miR-122 sensor
Cc1ccc(C)c(C(=O)N2CCC(n3nccc3NC(=O)C3CC3)CC2)c1	7	7	-4.7	-6	-11	5	-4
COC(=O)/C=C1\N/C(=N\c2nc(C)cc(C)n2)N(c2ccc(Cl)cc2)C1=O	2	1	-0.9	-19	-3	19	-7
CC(=O)Nc1ccc2c(c1)C(=O)N(C)[C@H]1CC[C@@H](CC(=O)NC3CCCCC3)O[C@H]1CO2	1	-28	-1.0	-1	-3	-24	53[16.7 µM]
Cc1noc(C)c1S(=O)(=O)N(C)C[C@@H]1OCCCC[C@@H](C)Oc2ccc(NS(C)(=O)=O)cc2C(=O)N([C@@H](C)CO)C[C@@H]1C	-12	.	-0.3	6	-1	.	-1[16.7 µM]
Cc1ccc(NC(=O)NCCCc2ccccc2)cc1	-21	.	-3.3	3	1	.	.
COc1cccc(CNC(=O)Cn2cccc2)c1	.	-1	.	-9	.	.	1
CCOc1ccccc1C(=O)NC1CC2CCCC(C1)N2Cc1nnnn1Cc1ccco1 (configuration not stated)	.	4	.	.	.	4	-1
Cc1cc(OCC(=O)NC(Cc2ccc(Cl)cc2)C(=O)O)c2c(C)cc(=O)oc2c1 (configuration not stated)	-5	.	-0.1	-6	-2	.	4
C[C@H]1CN([C@@H](C)CO)C(=O)c2cccc(NC(=O)Nc3ccc(F)cc3)c2O[C@H]1CN(C)S(=O)(=O)c1ccc(Cl)cc1	13	-1	-0.2	-21	-21	67*	-10[16.7 µM]
